High-throughput results deposited in PubChem BioAssay by several laboratories.
Diaphorase act – compounds boosting diaphorase resazurin reduction – biochemical, uHTS, resorufin fluorescence, counter-screen for diaphorase-coupled primary assays, primary screen; Diaphorase/resazurin coupled assay, 16 min; active compounds read high; 1 = vehicle wells, 0 = NADH-free wells; activation factor at 20 µM; 190,000 tested, 0.005% active; AID 1229, 2008;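 active = diaphorase activity raised at least twofold by the compound at 20 µM; inactive = activation factor below 2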
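Material: purified diaphorase enzyme from Clostridium kluyveri; Also added: 0.114 mM NADH and 0.1 mM resazurin, final amounts; Doses: single compound dose of 20 µM, 1% DMSO final; Times: 16 min enzyme reaction, ambient temperature; Detection: resorufin fluorescence, excitation 544 nm, emission 590 nm; Measure: increased resorufin signal from activators or reducing compounds.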
PMI act hi M6P – human PMI activators, high substrate, primary screen, biochemical, fluorescence intensity, near-saturating mannose 6-phosphate; Mannose-6-phosphate isomerase (Homo sapiens), P34949; coupled PMI enzyme assay, resazurin fluorescence, 20 min; active compounds read high; 1 = untreated enzyme, 0 = substrate-free blank; activation factor at 20 µM; 190,000 tested, 0.34% active; AID 1216, 2008;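 active = activation factor of 2 or more at 20 µM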
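test system = human PMI in coupled enzyme assay | medium = HEPES-buffered pH 7.4 with magnesium and detergent | also added = 1.0 mM mannose-6-phosphate substrate with 0.22 mM NADP+ | compound = 20 µM single dose | times = 20 min incubation at room temperature | measured by = resorufin fluorescence (Ex 544/Em 590 nm) from resazurin via diaphorase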
G6PDH counter – L. mesenteroides G6PDH inhibitors, counter-screen for G6PDH-coupled screening assays, biochemical, Leuconostoc mesenteroides enzyme; Purified L. mesenteroides G6PDH, diaphorase/resazurin coupled fluorescence, 45 min; inhibition, % at 5 µM; 200,000 tested, 0.12% active
Redox H2O2 prof – compounds producing H2O2 with reducing agent – biochemical, NIH compound library profiling, artefact control for MLSCN library redox annotation, primary screen. activation, % at 10 µM. DTT-dependent redox cycling H2O2, phenol red/HRP absorbance; 100% = 100 µM peroxide control, 0% = buffer. 200,000 tested, 0.03% active. AID 878, 2007;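 active = activation of at least 50% relative to the plate's high and low controls in the primary single-dose screen; inactive = activation below 50%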;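 note: compound incubated with DTT at 0.8 mM final as the reducing agent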
L major viab – Leishmania major promastigote growth inhibition, primary screen | Leishmania major promastigotes, resazurin fluorescence viability | AID 1063, 2008 | inhibition, % at 10 µM | 200,000 tested, 9% active;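 note: promastigotes grown with compound for 44 hours at 28 °C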
TLR4-MyD88 BLA – inhibitors of TLR4-MyD88 association in cells, primary screen, cell-based, HeLa CL3-4, BLA complementation, FRET ratio; Toll-like receptor 4 (Homo sapiens) + Myeloid differentiation primary response protein …; HeLa CL3-4 TLR4/MyD88 BLA complementation; inhibition, % at 8.4 µM; 200,000 tested, 0.18% active; AID 861, 2007; in the data active = inhibition above about 25%;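 note: 0% = vehicle and 100% = reference inhibitor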
Target sequence (O00206 whole entry, looked up): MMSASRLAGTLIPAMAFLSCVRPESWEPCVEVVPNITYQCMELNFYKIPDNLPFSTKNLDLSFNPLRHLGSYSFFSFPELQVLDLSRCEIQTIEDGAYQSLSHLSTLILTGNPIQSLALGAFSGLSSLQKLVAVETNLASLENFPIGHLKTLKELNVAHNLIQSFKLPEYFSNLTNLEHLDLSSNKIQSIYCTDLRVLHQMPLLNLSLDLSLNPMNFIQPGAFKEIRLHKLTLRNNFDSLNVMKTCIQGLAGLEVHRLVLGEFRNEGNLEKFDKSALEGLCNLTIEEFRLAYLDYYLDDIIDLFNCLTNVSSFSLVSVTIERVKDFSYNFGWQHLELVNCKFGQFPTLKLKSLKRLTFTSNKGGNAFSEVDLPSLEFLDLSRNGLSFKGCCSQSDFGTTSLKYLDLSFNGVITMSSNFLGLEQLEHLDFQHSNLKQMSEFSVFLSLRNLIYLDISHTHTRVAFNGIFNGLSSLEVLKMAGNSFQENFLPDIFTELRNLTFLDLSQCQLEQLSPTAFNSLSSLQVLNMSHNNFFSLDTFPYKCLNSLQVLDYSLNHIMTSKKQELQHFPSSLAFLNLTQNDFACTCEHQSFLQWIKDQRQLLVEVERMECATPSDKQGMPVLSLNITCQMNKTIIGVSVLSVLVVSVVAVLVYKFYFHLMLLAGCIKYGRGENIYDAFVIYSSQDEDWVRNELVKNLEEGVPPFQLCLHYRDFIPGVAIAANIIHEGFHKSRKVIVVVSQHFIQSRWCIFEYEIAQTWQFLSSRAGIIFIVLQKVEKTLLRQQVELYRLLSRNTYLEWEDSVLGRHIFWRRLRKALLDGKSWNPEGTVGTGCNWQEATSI
Target sequence (Q99836 whole entry, looked up): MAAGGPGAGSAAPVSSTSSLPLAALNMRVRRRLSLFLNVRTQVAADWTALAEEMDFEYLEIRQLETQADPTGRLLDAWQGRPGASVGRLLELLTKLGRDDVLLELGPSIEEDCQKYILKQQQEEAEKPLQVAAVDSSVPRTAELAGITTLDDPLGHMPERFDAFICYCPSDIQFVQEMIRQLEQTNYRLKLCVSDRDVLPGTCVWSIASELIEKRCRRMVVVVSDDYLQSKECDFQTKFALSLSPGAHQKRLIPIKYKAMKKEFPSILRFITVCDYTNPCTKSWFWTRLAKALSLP
PMI act – activators of human PMI, primary screen, biochemical, fluorescence intensity, near-Km mannose 6-phosphate; Mannose-6-phosphate isomerase (Homo sapiens), P34949; purified human PMI, coupled resazurin fluorescence, 20 min; active compounds read high; 1 = vehicle control, 0 substrate-free wells; activation factor at 20 µM; 190,000 tested, 0.005% active; AID 1214, 2008;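 active = activation factor of 2 or more at 20 µM, relative to plate controls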
S1P3 antag – S1P3 receptor antagonists, primary screen, cell-based; Sphingosine 1-phosphate receptor 3 (Homo sapiens), Q99500; CHO S1P3 NFAT-BLA reporter, FRET fluorescence, antagonist mode; inhibition, % at 4.98 µM; 170,000 tested, 0.27% active; AID 485, 2006;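 active = inhibition above the plate cutoff, the mean inhibition of test wells on that plate plus 3 SD, cut at about 28% in these data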;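 note: cells challenged with S1P at its EC80 of 0.8 µM; blue over green emission ratio from cleaved BLA substrate after 4 h stimulation; 0% = S1P-stimulated wells and 100% = unstimulated DMSO-only wells; some compounds past the cut are filed as inactive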
Diaph inh CS – diaphorase inhibitors and chemical oxidizers, primary screen, counter-screen for diaphorase-coupled primary assays, biochemical, uHTS, resorufin fluorescence | diaphorase resazurin-to-resorufin fluorescence, NADH, 16 min; bacterial (C. kluyveri) enzyme, not human | inhibition, % at 20 µM | 190,000 tested, 0.69% active | AID 1217, 2008;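 active = primary screen inhibition at 20 µM above a set limit, cut at about 50% in these data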;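 note: plate controls were DMSO with full reaction for no effect and wells lacking NADH for full effect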
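Test system: bacterial diaphorase enzyme (C. kluyveri); Quantity: 0.14 U/mL diaphorase, enzyme working solution; Times: reaction incubation of 16 min at room temperature; Measured by: fluorescence of resorufin formed from resazurin, Ex 544/Em 590 nm; Benchmarks: positive control minus NADH, DMSO neutral control.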
RAM inhibit – inhibitors of the yeast RAM network, primary screen, dse1pr::URA3 reporter, 5-FOA selection. S. cerevisiae dse1pr::URA3 reporter, 5-FOA growth OD615, 2 d; analog-sensitive cbk1-as2 kinase mutant strain. inhibition, % at 50 µM. 190,000 tested, 1.8% active;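 active = inhibition above a set limit, 3 SD over mean compound inhibition, cut at about 8.4% in these data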;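 note: 0% = DMSO-only wells with no growth and 100% = 10 µM 1-NA-PP1 full growth; inhibition rescues growth on 5-FOA so higher OD means more RAM inhibition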
Hsp70 activator – Hsp70 transcriptional activators, primary screen, cell-based, HeLa, Hsp70 promoter luciferase, luminescence, 10 µM | HeLa Hsp70 promoter luciferase reporter; scaled: vehicle 0, proteasome-inhibitor control 100% | activation, % at 10 µM | 200,000 tested, 0.04% active | AID 1203, 2008;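 active = activation above the mean across all tested compounds plus 3 SD, cutoff set per campaign, cut at about 5.5% in these data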;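 note: 100% = MG132 at 30 µM as the positive control and 0% = DMSO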
The depositor's hits bear a star; nt = no result given; & = joins results of further samples. Cut-off read from the data, not from the text of the source, unless noted: active = inhibition above about 50%; inactive = the rest.

Values run as follows: Diaphorase act	PMI act hi M6P	G6PDH counter	Redox H2O2 prof	L major viab	TLR4-MyD88 BLA	PMI act	S1P3 antag	Diaph inh CS	RAM inhibit	Hsp70 activator
- Cc1c(NC(=O)Oc2ccccc2)sc(=S)n1C
  1	1	2	-0.3	2	2	0.9	nt	3	-0.1	0.3
- OCCC1CN(Cc2cccn2-c2cccnc2)CCN1Cc1ccc(F)cc1 (stereo unspecified)
  0.9	1	5	-0.3	-7	1	0.9	6	14	0.0	-0.3
- CN(C)CCCC1(O)c2ccccc2CCc2ccccc21
  0.8	0.9	8	-0.3	15	-6	0.9	-17	19	0.9	0.0
- COc1ccc(-c2csc(N(CCc3ccc(OC)c(OC)c3)C(=O)COc3ccccc3)n2)cc1
  0.9	0.9	-41	-2.9	10	0	0.8	nt	9	5.6	-0.3
- CC(CN1CCOCC1)OC(=O)CCc1ccccc1 (stereo unspecified)
  0.8	1	5	-0.1	-5	-13	1	-19	21	0.1	0.0
- O=C(c1cc2c(ccc3ccccc32)oc1=O)N1CCCC1
  1	1	-1	1.8	1	-6	1	nt	3	0.2	-0.4
- O=C(NCc1ccc2c(c1)OCO2)c1cccc(F)c1
  0.9	1	-3	-0.5	2	-10	1	-1	12	1.1	-0.1
- O=C(Cn1c(SCC(=O)N2CCCc3ccccc32)nc2ccccc21)N1CCCC1
  0.9	1.1	6	0.9	-3	6	1.1	-10	8	0.2	-0.1
- CCOC(=O)c1cc(-c2ccc(F)cc2)n(CCC(=O)NC2CCN(Cc3ccccc3)CC2)c1C
  1	0.9	8	0.3	80*	2	1	-6	0	1.8	-0.3
- COc1cc(OC)c2c(-c3ccccc3)cc(=O)oc2c1
  0.8	0.9	5	-0.4	4	1	0.9	-7	22	4.8	-0.1
- CC(=O)c1cccc(CN2CCN(Cc3ccc(F)cc3)C(CCO)C2)c1 (stereo unspecified)
  0.7	1	3	-0.1	87*	-3	1	-7	28	0.9	-0.3
- COc1ccc(CC(=O)N2CCN=C2SCc2cccc([N+](=O)[O-])c2)cc1
  0.9	1	-2	0.0	15	5	0.9	2	12	0.7	0.0
- COc1ccccc1NC(=O)Nc1c(C)n(C)n(-c2ccccc2)c1=O
  1	1	-4	0.2	-5	-9	1	-10	0	0.7	0.4
- COc1ccccc1CC(=O)Nc1ccc(O)cc1C(=O)O
  0.9	1	-2	1.1	-3	3	1	-3	8	1.8	-0.1
- C/C=C/c1ccc(OCCCN2C(=O)NC(C)(C)C2=O)c(OC)c1
  0.9	0.9	6	0.1	-6	-17	1	-9	12	2.3	0.5
- O=C(CSc1ccccc1C(=O)O)NC1CCCCCCC1
  1	1.1	3	-0.1	-5	-4	1	nt	4	-0.4	-0.3
- CCOc1nc(NC(C)C)nc(NC(C)C)n1
  0.9	0.9	3	2.1	3	3	0.9	nt	11	0.0	-0.2
- COC(=O)COc1ccc2c(=O)c(Oc3ccccc3)c(C)oc2c1
  0.9	0.9	14	-2.2	-5	10	0.9	-56	14	2.7	-0.1
- COc1ccc(-c2cc(C(F)(F)F)nc(SCc3cccc(C(=O)O)c3)n2)cc1
  0.9	0.9	5	-3.9	0	11	0.9	nt	9	3.8	0.3
- O=C(Nc1cc(Cl)ccc1N1CCCCC1)c1cccs1
  0.8	0.9	-2	0.2	8	-11	1	nt	17	4.0	0.2
- COc1ccc(C)cc1NS(=O)(=O)c1cn(C)c(=O)n(C)c1=O
  0.8	0.9	12	0.0	-8	-1	0.9	-21	19	-0.2	0.0
- CCOC(=O)c1cnn(-c2cc(C)nc3c(-c4ccccc4)c(C)nn23)c1N
  0.9	0.9	5	3.7	-5	3	0.9	-11	5	3.1	-0.1
- CCc1ccc(C2=NNC(=Nc3c(C)n(C)n(-c4ccccc4)c3=O)SC2)cc1
  0.8	0.7	1	0.5	-5	5	0.7	-6	24	0.4	-0.1
- COc1ccc(C2C(C#N)=C(N)Oc3c2oc(CO)cc3=O)c(OC)c1OC (stereo unspecified)
  0.8	0.7	11	-1.4	0	-1	1	-23	21	0.2	0.2
- COc1ccc(S(=O)(=O)Nc2nc3c(s2)CCCC3)cc1
  0.9	1	3	0.6	-2	0	1	-8	11	0.4	-0.1
- CCCC(=O)Nc1ccc(N2CCN(C(=O)c3cccs3)CC2)cc1
  1	1	-2	-0.7	-1	-1	1	-7	4	0.9	-0.1
- CCCCOc1ccccc1NC(=O)CSc1nnnn1C(C)(C)C
  0.9	1	3	-0.1	7	9	0.9	23	9	1.9	0.1
- N/C(=N\OC(=O)CCCC(=O)O)c1ncc(C(F)(F)F)cc1Cl
  0.8	0.8	17	-0.8	-1	-2	0.9	5	17	1.6	-0.2
- COc1ccc(CNC(=O)C(=O)NC2CCC(C)CC2)cc1 (stereo unspecified)
  1.1	1.1	2	0.6	-4	-21	1.1	-7	-10	-1.7	0.0
- Cc1c(NS(=O)(=O)c2cc(C(=O)OCC(=O)N3CCC(C)CC3)ccc2Cl)c(=O)n(-c2ccccc2)n1C
  0.9	1.1	1	-0.3	-5	-13	1.1	5	9	-1.3	0.5
- O=C(O)c1cccc(-n2cccc2/C=C2\NC(=O)N(Cc3ccc(F)cc3)C2=O)c1
  0.8	0.9	12	-0.1	-8	6	1	-2	24	2.8	-0.6
- CN1c2ccsc2C(O)=C(C(=S)Nc2ccc(F)c(Cl)c2)S1(=O)=O
  0.9	1	12	-0.5	-8	-1	0.9	nt	9	1.4	-0.7
- COC(=O)CSc1nc(C)cc(N2CCOCC2)n1
  1	1	1	-0.3	-5	-7	1.1	10	2	1.3	0.1
- CNC(=S)N1N=C(c2ccc(Br)cc2)CC1c1ccc(N(C)C)cc1 (stereo unspecified)
  0.9	0.9	9	0.8	51*	-5	0.9	2	10	2.1	0.2
- COc1cc(NC(=O)c2cccc([N+](=O)[O-])c2C)ccc1NC(=O)c1ccco1
  0.8	1	6	0.0	-1	-12	1	8	20	2.6	-0.2
- CC1(c2ccc(OCC#N)cc2)C=C(c2ccc(OCC#N)cc2)n2nc(C(F)(F)F)nc2N1 (stereo unspecified)
  0.9	1	-1	nt	97*	-9	1	1	9	5.9	-0.3
- CCN(CC)c1ccc(NC(=O)c2cccc(F)c2)c(C)c1
  0.9	0.9	1	-4.4	6	-3	0.9	nt	12	2.8	0.1
- CC(C)N(C(=O)C[n+]1ccsc1N)c1ccccc1
  1.1	1.1	2	-1.2	-2	9	1.2	-17	-8	2.1	-0.2
- CC1CC2=C(C(=O)O1)C(C)Nc1ccccc1N2 (stereo unspecified)
  0.8	0.9	-1	-0.4	-3	-29	1	3	15	0.8	-0.2
- NS(=O)(=O)c1ccc(CNC(=O)CCSCCC(=O)NCc2ccc(S(N)(=O)=O)cc2)cc1
  1.1	1	13	0.3	-5	-1	1.1	-5	-9	0.3	-0.2
- O=C(O)CCC(=O)Nc1cccc(C(=O)Nc2cccc(Cl)c2)c1
  0.9	1	10	-0.2	-5	-8	0.9	nt	12	3.1	0.0
- CN(CC(=O)Nc1ccccc1Cl)CC(=O)Nc1ccccc1[N+](=O)[O-]
  0.9	1	10	0.0	22	1	1	-14	11	2.3	-0.1
- CCN(C(=O)COc1ccccc1)C1CCCCC1
  1.1	1.1	4	-0.8	-2	0	1.1	-8	-9	-0.6	-0.1
- Cc1ccc(Cn2nnnc2CN2CCC(c3nc4ccc(Cl)cc4[nH]3)CC2)cc1
  0.8	0.9	-17	-2.1	55*	-1	0.9	nt	19	0.6	-0.2
- Cc1cccc(COCC(Cc2ccccc2)N2CCN(C(=O)c3cccc(C)c3)CCC2=O)c1 (stereo unspecified)
  0.8	1	8	0.6	4	-12	1	-8	19	3.6	-0.5
- O=c1cc(NS(=O)(=O)c2ccccc2)nc(SCc2ccc(Cl)cc2)[nH]1
  0.9	1	-4	0.1	-1	1	0.6	2	10	1.3	-0.5
- Cc1cc(NC(=O)CCC(=O)N(CC(=O)NCC2CCCO2)c2ccccc2C)no1 (stereo unspecified)
  1.1	1	10	0.3	-6	0	1	nt	-9	0.4	-0.2
- CCN(CC)S(=O)(=O)c1ccc(C)c(NC(=O)COc2ccc(Br)cc2Cl)c1
  0.9	1	-12	0.2	-2	12	0.9	-11	11	5.1	-0.4
- CCOC(=O)c1[nH]c(C)c(CCC(=O)O)c1C
  1&1	1.1&1	11&5	-3.8&0.1	0&-4	8&-5	1.1&1	nt	-2&-1	-0.2&-0.2	0.0&-0.6
- COc1ccc(C(=O)NNC(=O)c2ccncc2)cc1
  1	1.1	13	1.1	-8	-3	1	-7	1	1.1	-0.2
- CC1C2C(c3ccccc3)N(C)C(=O)N(C)C2N(C)C(=O)N1C (stereo unspecified)
  0.9	1	1	1.9	2	9	1	-11	9	1.4	-0.1
- Cc1cc(C(=O)CN2C(=O)NC3(CCCCC3)C2=O)c(C)n1C
  0.9	1	4	-1.8	8	10	1	-2	12	2.4	0.1
- CCC(C)NS(=O)(=O)c1ccc(S(=O)(=O)N(CC(=O)Nc2ccccc2)CC2CCCO2)cc1 (stereo unspecified)
  0.8	1	-4	-0.1	60*	-5	1	nt	19	3.5	-0.1
